Pf growth 96h: Primary qHTS for delayed death inhibitors of the malarial parasite plastid, 96 hour incubation; P. falciparum luciferase reporter growth, 96 h; Potency, µM (top dose mostly 28.7 µM), for inactives: at the highest dose activity change, negative = inhibition, actives largely listed as inhibitors; 6.9% of 320,000 active; also: potency is read from the fitted curve at half-maximal effect; % is scaled to controls: 0 for no effect and ±100 for the full control effect
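Cell-based qHTS: luciferase-tagged P. falciparum in erythrocytes (2% hematocrit, 0.05% parasitemia final) incubated with compounds for 96 hours, 37 C, 5% CO2; luciferase detection reagent then added and luminescence measured.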
Shiga toxin inh: A qHTS for Small Molecule Inhibitors of Shiga Toxin | Vero cells, Shiga toxin protein synthesis inhibition reporter | inhibition, % at 38.7 µM | 9.2% of 290,000 active | AID 2315, 2010; in the data active = inhibition mostly above about 28%, no sharp cut-off; inactive = mostly below about 43%; also: 0% is about no effect
Cycloheximide cs: Cycloheximide Counterscreen for Small Molecule Inhibitors of Shiga Toxin; cell reporter, cycloheximide protein synthesis inhibition counterscreen; max response, %; 12% of 300,000 active; in the data active = max response mostly above about 13%, no sharp cut-off; inactive = mostly below about 14%; also: read at 38.3 µM for the half of the compounds with a filed dose; 0% is about no effect
Tb PYK inh: qHTS of Trypanosoma Brucei Inhibitors | TbPYK enzyme, Kinase-Glo Plus ATP luminescence, 45 min | AID 624173, 2012 | 0.12% of 410,000 active | Potency, µM (titrated, usually from 76.8 µM), inactives show top-dose activity, negative = inhibition, most hits filed as inhibitors; also: potency is read from the fitted curve at half-maximal effect; % is scaled to controls: 0 for no effect and ±100 for the full control effect; nearly all actives have a fitted effect of over 50% in size
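Screened from lowest to highest concentration, compounds were pinned into TbPYK/substrate mixtures, and ADP (130 uM final) was added. Plates sat at room temperature for 45 min prior to Kinase-Glo Plus detection by luminescence.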
LmPK inh: qHTS Assay for Inhibitors of Leishmania Mexicana Pyruvate Kinase (LmPK); Q27686; purified LmPK, Kinase-Glo ATP luminescence, 1 h; Potency, µM (highest dose often 57.5 µM), inactives show at the highest dose activity change, negative = inhibition, actives largely listed as inhibitors; 0.37% of 290,000 active; AID 1721, 2009; also: potency is read from the fitted curve at half-maximal effect; % is scaled to controls: 0 for no effect and ±100 for the full control effect
Target sequence (Q27686 whole entry, looked up): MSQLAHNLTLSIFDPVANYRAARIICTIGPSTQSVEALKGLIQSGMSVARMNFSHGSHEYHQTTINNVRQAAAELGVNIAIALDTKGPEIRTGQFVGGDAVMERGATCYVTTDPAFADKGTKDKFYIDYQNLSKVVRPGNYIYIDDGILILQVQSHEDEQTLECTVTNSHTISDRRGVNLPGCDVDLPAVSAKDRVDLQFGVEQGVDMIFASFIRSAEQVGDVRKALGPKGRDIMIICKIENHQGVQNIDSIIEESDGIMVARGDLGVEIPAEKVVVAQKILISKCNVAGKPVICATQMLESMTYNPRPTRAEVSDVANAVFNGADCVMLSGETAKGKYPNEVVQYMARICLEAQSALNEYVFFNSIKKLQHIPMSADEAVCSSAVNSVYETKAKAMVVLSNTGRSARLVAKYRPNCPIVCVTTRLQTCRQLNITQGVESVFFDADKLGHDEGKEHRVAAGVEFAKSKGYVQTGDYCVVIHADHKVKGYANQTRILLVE
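0.1 nM LmPK, 0.5 mM PEP, 0.1 mM ADP; 50 mM imidazole pH 7.2, 7 mM MgCl2, 50 mM KCl; 1 h RT. Kinase-Glo luminescence readout, normalized to no-enzyme (full inhibition) and uninhibited wells.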
Pf growth 48h: Primary qHTS for delayed death inhibitors of the malarial parasite plastid, 48 hour incubation; P. falciparum luciferase growth in erythrocytes, 48 h; Potency, µM (doses to about 28.7 µM), inactives show top-dose activity change, negative = inhibition, most hits filed as inhibitors; 5.9% of 310,000 active; also: potency is read from the fitted curve at half-maximal effect; % is scaled to controls: 0 for no effect and ±100 for the full control effect
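Firefly luciferase activity from engineered P. falciparum reports growth; inhibitors lower the luminescent signal. Cultures contained 2% hematocrit erythrocytes at 0.1% final parasitemia.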
AMA1 RON2 block: qHTS for Inhibitors of AMA1-RON; Towards Development of Antimalarial Drug Lead: Primary Screen | Plasmodium falciparum AMA1 (3D7) - RON2 peptide interaction | AlphaScreen AMA1-biotinylated RON2 peptide binding | Potency, µM (titrated, usually from 58.2 µM), for the others: at the top dose activity change, negative = inhibition, hits mostly inhibitors | 0.2% of 360,000 active;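 also: potency is read from the fitted curve at half-maximal effect; 0% = vehicle wells and -100% = peptide control; nearly all actives have a fitted effect of over 45% in size; some results filed as inactive show a strong effect at the top dose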
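AMA1 (3D7) with his tag at 25 nM final met compounds first, then biotinylated RON2 peptide at 25 nM; detection used donor plus acceptor beads, 10 µg/mL apiece, read by AlphaScreen after 30 min at room temperature.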
Starred values were filed as active, the others as inactive; ? = inconclusive; . = no result given; [ ] = dose if it differs, or a comment. Unless noted, calls follow the shape of the dose curve; as a rule, active = well fitted curve in the direction sought with a large enough effect; inconclusive = small, poorly fitted or top-dose-only effect, or another doubt; inactive = no such curve, though single readings can be large; an effect the other way counts as inactive or inconclusive. Random draw from the library (roughly 21% active in at least one column).

SMILES	Pf growth 96h	Shiga toxin inh	Cycloheximide cs	Tb PYK inh	LmPK inh	Pf growth 48h	AMA1 RON2 block
CC(=O)N1c2c(cc(Br)cc2S(=O)(=O)Nc2c(C)n(C)n(-c3ccccc3)c2=O)CC1C (centres undefined)	0%	-11	-5	-12%	-1%	-5%	-7%
CSc1nc(NCc2ccco2)c2c3c(sc2n1)CN(C)CC3	-3%[5.75 µM]	-13	-3	.	-1%	2.9µM*	.
Cc1cc(OCC(=O)N(C)C2CCCCC2)ccc1Cl	?	55	25*	-4%	-1%	484%[activator]	12%
CCOc1ccc(OCCNC(=O)c2cc(C3CC3)nc3c2cnn3C(C)C)cc1	?	.	.	1%	.	10µM*	-25%
COc1cc(OC)cc(C(=O)N[C@H](C(=O)OCn2nnc3ccccc3c2=O)C(C)C)c1	3%	-11	-1	-6%	0%	-19%	-2%
COc1cc(OC)nc(NC(=O)CSc2nc3ccccc3o2)n1	.	-2	-3	3%	4%	17%	0%
O=C(CCn1nnc2ccccc2c1=O)NCC1CCC(C(=O)O)CC1 (centres undefined)	.	-10	-2	5%	0%	11%	-8%
CCOC(=O)N1CCN(C(=O)CSCc2ccc(Cl)cc2)CC1	186%[activator]	17	4	-7%	-3%	36%[activator]	5%
CC(C)OC(=O)CN1CCN(c2ccc(Cl)cc2)CC1	?	19	-2	9%	11%	6%	3%
Cc1ccc(OCC(=O)OCC(=O)N2c3ccccc3CC2C)cc1C (centres undefined)	15%	.	.	4%	.	-3%	16%
c1ccc(-c2cc(-c3ccccc3)n3ncnc3n2)cc1	?	-3	5	-18%	10%	?	-20%
CC(C)=Cc1c(O)nc2ccccn2c1=O	?	12	6	-4%	-6%	-10%	13%
OCCCCNCc1ccc(OCc2ccccc2)cc1	101%[activator]	34	14*	-1%	-3%	17%	4%
O=C(O)c1csc(-c2ccc(Cl)cc2)n1	56%[activator]	-6	2	2%	0%	7%	4%
CC(Oc1ccc(Cl)cc1Cl)C(=O)NNC(=O)C(=O)N1CCCC1 (centres undefined)	14%	14	-2	-15%	-5%	19%	74%[activator]
S=C(Nc1ccccc1Cl)NC1CC2CCCC(C1)N2C1CC1 (centres undefined)	?	-9	-5	8%	1%	-14%	-2%
Cc1nc(SC(C)C(=O)c2c(N)n(C)c(=O)n(C)c2=O)c2c(C)c(C)sc2n1 (centres undefined)	?	.	.	-28%	.	-19%	48%[activator]
CCC(OC(=O)c1nsc(Cl)c1Cl)C(=O)NCc1cccs1 (centres undefined)	26%	2	-4	4%	2%	-2%	2%
Cc1ccccc1NC(=O)CN1C(=O)NC2(CCc3ccccc32)C1=O (centres undefined)	?	.	.	-3%	.	?	5%
Cc1ccc(NC(=O)CCSc2nnnn2-c2ccc3c(c2)OCO3)cc1C	.	13	4	-6%	4%	-29%	-1%
O=C(c1ccc(Cl)cc1)N1CCC(O)(CSc2ccc(Cl)cc2)CC1	-1%	-6	-3	-8%	1%	14%	1%
CCOC(=O)c1ccccc1N=Cc1c(O)c2ccccc2oc1=O	?	-10	-3	1%	4%	21%	2%
CC(C)(C)NC(=S)NNC(=O)c1ccncc1	-25%	8	5	-4%	4%	20%	26%
O=C(NCC(=O)N1CCN(c2ccccc2O)CC1)c1ccccc1	0%	77*	44*	0%	-4%	-2%	-12%
CCOc1ccc(NS(=O)(=O)c2ccc(C(=O)NCc3ccncc3)cc2)cc1	-4%	.	.	0%	.	?	0%

An excerpt from above, showing only Tb PYK inh.
structure,Tb PYK inh
Cc1ccc(NC(=O)CCSc2nnnn2-c2ccc3c(c2)OCO3)cc1C,-6%
O=C(c1ccc(Cl)cc1)N1CCC(O)(CSc2ccc(Cl)cc2)CC1,-8%

Continued:
SMILES	Pf growth 96h	Shiga toxin inh	Cycloheximide cs	Tb PYK inh	LmPK inh	Pf growth 48h	AMA1 RON2 block
O=C(OCC(=O)N1CCc2ccccc2C1)c1ccc(OC(F)F)cc1	-17%	.	.	-5%	.	0%	-6%[11.6 µM]
COc1cc(NC(=O)C2CCCCC2)c(OC)cc1NC(=O)CCC(=O)NCc1ccco1	222%[activator]	6	4	-1%	-3%	0%	-8%
COc1ccc(NC(=O)c2nc(S(=O)(=O)Cc3cccc(C)c3)ncc2Cl)c(OC)c1	-30%	1	4	-6%	4%	-10%	-9%
COc1ccc(CNC(=S)Nc2ccc3nc(N4CCOCC4)cc(C)c3c2)cc1	?	-9	0	-17%	3%	-24%	22%
CSc1c(C#N)c(N)nc2sc(C(=O)c3ccc(Cl)c(Cl)c3)c(N)c12	?	-10	-1	11%	2%	?	-13%
Cc1cc(=O)oc(C)c1C(=O)Nc1ccc(Cl)cn1	54%[activator]	-16	14	-6%	0%	10%	5%
Cc1c(C(=O)N2CCN(c3ccccc3F)CC2)sc2nc(-c3ccccc3)cn12	1.9µM*	4	-2	5%	3%	2%	0%
COc1ccc(C(CNC(=O)c2cccc(S(=O)(=O)Nc3ccccc3OC)c2)N2CCCC2)cc1 (centres undefined)	13µM*	.	.	-1%	.	?	40%[activator]
CCOc1ccccc1N1C(=O)c2cccnc2C1=O	2%	4	-3	2%	9%	.	27%
O=c1[nH]c(=S)n(Cc2ccc(F)cc2)c(O)c1C=NCC1CCCO1 (centres undefined)	4%	-4	6	.	-4%	.	1%
c1ccc(Cc2nc3ccccc3[nH]2)cc1	?	-3	-3	3%	-5%	-3%	19%
Cc1ccc(C2CC(c3cccs3)=NN2C(=O)CSC2=NCCS2)cc1 (centres undefined)	12µM*	-7	-3	1%	5%	10µM*	-8%
COc1ccc(CC(=O)Nc2nn(C)c3nc4c(C)cccc4cc23)cc1	-22%	18	-2	0%	3%	18%	16%
COC(=O)C1OC2(OC1C(=O)OC)c1ccccc1-c1ccccc12 (centres undefined)	?	8	8	-6%	2%	14%	1%
Cc1cc(=O)n(CCO)c(O)c1C#N	11%	-7	-1	-7%	-8%	13%	-15%
COc1cc2cc(CN(CCO)C(=O)c3cccs3)c(=O)[nH]c2cc1OC	18%	-5	-5	3%	-4%	.	12%
Cc1c(C(=O)Nc2ccc3c4c(cccc24)CC3)cccc1[N+](=O)[O-]	51%	-11	-3	2%	1%	?	2%
CC(=O)c1ccc(N2CCN(C(=O)C3CCN(S(=O)(=O)c4ccc5c(c4)CC(C)N5C(=O)C4CC4)CC3)CC2)cc1 (centres undefined)	?	23	-1	-7%	0%	?	1%
O=C(O)CCNS(=O)(=O)c1ccc(Oc2ccccc2Cl)cc1	-7%	-6	-2	3%	-2%	.	-8%
COC(=O)c1ccc(NC(=O)Cn2nnc(-c3cccs3)n2)cc1	?	-11	-2	4%	-3%	-6%	0%
Cc1cc2nc3c(=O)[nH]c(=S)[nH]c3nc2cc1NC(=O)C(F)(F)F	6%	3	15	-7%	2%	.	20%
O=C(O)c1cccc(NC(=O)c2ccc(N3C(=O)c4ccc(C(=O)Nc5cccc(C(=O)O)c5)cc4C3=O)cc2)c1	35%[activator]	36	2	-4%	-6%	26%	-1%
COc1ccc(/C=C2\C(=O)NC(=S)N(C)C2=O)cc1C	37%[activator]	-13	0	?	10%	0%	-25%
Nc1nonc1C(=O)NCCNC(=O)c1cccc(Cl)c1	-19%	-2	-6	1%	-2%	6%	11%
Cc1c(C)n(C)c2ccc(C(=O)N3CCN(c4ccccc4)CC3)cc12	?	11	-4	-9%	9%	10%	?

Look-ups from the list.
Value of Cc1cc(=O)oc(C)c1C(=O)Nc1ccc(Cl)cn1 under AMA1 RON2 block: 5%
Value of CCOc1ccc(NS(=O)(=O)c2ccc(C(=O)NCc3ccncc3)cc2)cc1 under Pf growth 96h: -4%
Value of OCCCCNCc1ccc(OCc2ccccc2)cc1 under Tb PYK inh: -1%
Value of c1ccc(Cc2nc3ccccc3[nH]2)cc1 under Tb PYK inh: 3%
Value of COC(=O)c1ccc(NC(=O)Cn2nnc(-c3cccs3)n2)cc1 under Shiga toxin inh: -11
Value of Cc1cc(=O)n(CCO)c(O)c1C#N under Tb PYK inh: -7%

(more compounds)
SMILES	Pf growth 96h	Shiga toxin inh	Cycloheximide cs	Tb PYK inh	LmPK inh	Pf growth 48h	AMA1 RON2 block
CCn1ncc(CNC(=O)C2(C)CC2(Cl)Cl)c1C (centres undefined)	-28%	-1	-2	-11%	3%	7%	-6%
Cc1c(-n2c(=O)n(Cc3ccccc3)c(=O)c3[nH]cnc32)cccc1S(C)=O (centres undefined)	0%	-1	0	3%	0%	-23%	-1%
Cc1ccccc1NS(=O)(=O)c1ccc(C(=O)N2CCCC(C(F)(F)F)C2)cc1 (centres undefined)	10%	.	.	3%	.	?	-9%
CC(C)(O)[C@H](O)COc1c2ccoc2cc2oc(=O)ccc12	24%	-3	-7	-1%	0%	29%	7%
O=C(c1ccc(S(=O)(=O)N2CCCCC2)cc1)c1nnc(-c2ccc(Cl)cc2)o1	109%[activator]	-12	3	0%	-5%	-4%	0%
O=C1CN=C(Nc2ccc(Cl)cc2)N1c1ccccc1	-26%	-16	-1	-10%	5%	-14%	3%
COc1ccc2c(CCN)c[nH]c2c1	?	-17	2	-9%	-4%	.	-2%
O=C(CNC(=O)c1ccc(Br)cc1)NCC(=O)OCC(=O)c1ccc([N+](=O)[O-])cc1	-9%	-6	3	0%	2%	18%	3%
Cc1cc(=O)oc2cc(OCCSCCN3CCCCC3)ccc12	?	14	6	3%	-4%	?	19%
CC1(CCC#N)N=C(SCCC#N)N(c2ccccc2)C1=O (centres undefined)	?	-10	-3	-6%	6%	26%	-1%
COc1ccc(C(CNC(=O)COc2ccccc2OC)N2CCCCC2)cc1 (centres undefined)	?	-21	-6	0%	3%	-4%	-6%
O=C(Nc1cccc(O)c1)c1c(O)c2ccccc2[nH]c1=O	-13%	38*	48*	3%	1%	14%	59%[activator]
CC(=O)c1ccc(N2CCN(C(=O)c3cccs3)C(C)C2)c(F)c1 (centres undefined)	179%[activator]	-11	-2	1%	-5%	0%	-2%
COc1ccccc1NC(=O)COC(=O)Cc1ccc(S(=O)(=O)N2CCCCC2)s1	-13%	-2	-2	-18%	16%	11%	2%
CC(C)N(C(=O)CSc1nnnn1C1CCCC1)C(C)C	0%	-24	-6	-4%	1%	-5%	8%
C=C(C)Cn1c(CNC(C)=O)nc2ccccc21	?	-4	-3	2%	-2%	6%	4%
CC(C)C(OC(=O)c1ccco1)C(=O)NCc1ccccc1 (centres undefined)	14%	-4	-1	2%	-9%	-6%	-3%
CCOC(=O)c1c(C)[nH]c(C)c1C(=O)CSc1nnc(N)s1	1%	2	-3	-11%	5%	-4%	3%
O=C(COC(=O)CCC(=O)c1cccs1)NCc1ccc(Cl)cc1	61%[activator]	-6	6	0%	5%	41%[activator]	-1%
COc1ccc(C(=O)c2sc3nc(-c4ccccc4)ccc3c2N)cc1OC	?	-16	-3	0%	1%	7%	-3%
COc1ccc(C)cc1NC(=O)c1cc(S(=O)(=O)N2CCCCC2)ccc1N1CCOCC1	?	.	.	5%	.	12µM*	0%
